Screens from PubChem.
HCV inhibitor = qHTS Assay for Inhibitors of Hepatitis C Virus (HCV) | Huh7.5.1 HCVcc-Cre infection, luciferase reporter, 44 h | Potency, µM (highest dose often 41.8 µM), for the others: top-dose activity change, negative = inhibition, most hits filed as inhibitors | 3.4% of 340,000 active; also: potency is read from the fitted curve at half-maximal effect
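Reporter virus HCVcc-Cre (~0.5 moi) infects cells exposed to compound; seeding density 1,000 cells/well with 4 h settling beforehand. Luminescence, 15 sec read, taken 44 h post-infection following a 15 min RT substrate incubation.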
AMA1-RON2 inh = qHTS for Inhibitors of AMA1-RON; Towards Development of Antimalarial Drug Lead: Primary Screen; 0.2% of 360,000 active; Potency, µM (doses to about 58.2 µM), inactives show top-dose activity change, negative = inhibition, most hits filed as inhibitors; AlphaScreen AMA1-biotinylated RON2 peptide binding; Plasmodium falciparum AMA1 (3D7) - RON2 peptide interaction;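 also: potency is read from the fitted curve at half-maximal effect; 0% = vehicle wells and -100% = peptide control; nearly all actives have a fitted effect of over 45% in size; some results filed as inactive show a strong effect at the top dose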
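AMA1 (3D7) with his tag at 25 nM final met compounds first, then biotinylated RON2 peptide at 25 nM; detection used donor plus acceptor beads, 10 µg/mL apiece, read by AlphaScreen after 30 min at room temperature.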
TbPYK inhibitor = qHTS of Trypanosoma Brucei Inhibitors. pyruvate kinase (Trypanosoma brucei), Q57TT1. TbPYK enzyme, Kinase-Glo Plus ATP luminescence, 45 min. Potency, µM (titrated, usually from 76.8 µM), for inactives: at the highest dose activity, negative = inhibition, usual class: inhibitors. 0.12% of 410,000 active; also: potency is read from the fitted curve at half-maximal effect; nearly all actives have a fitted effect of over 50% in size
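Readout: single end-point luminescence (Kinase-Glo Plus, 10 min). Reaction conditions were TbPYK/substrate plus 130 uM ADP, 45 min at RT, pH 7.2 TEA buffer. No-enzyme wells served as controls, and data were normalized before concentration-response fitting.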
HCMV antiviral = qHTS Assay for inhibitors of the human cytomegalovirus (HCMV); AID 1259415, 2018; 4.5% of 410,000 active; HFF cells, HCMV-luciferase reporter, 72 h; hits give low values; activity change, negative = inhibition, % at 57.5 µM; in the data active = activity change below about -60%; inconclusive = no clear call, values can overlap the other calls; inactive = above about -39%
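Two compound doses tested in HFFs infected with HCMV-luciferase, MOI 1 PFU/cell, 72 h at 37C. Lysate luminescence read with OneGlo; data normalized against buffer-only and 10uM Salinomycin inhibitor controls.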
AmpC inh detg = qHTS Inhibitors of AmpC Beta-Lactamase (assay with detergent). P00811. AmpC hydrolysis of nitrocefin, absorbance 480 nm, 0.01% Triton. Potency, µM (titrated, usually from 114 µM), without a hit: at the top dose activity change, negative = inhibition, hits mostly inhibitors. 0.041% of 370,000 active. AID 485294, 2010;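 also: potency is read from the fitted curve at half-maximal effect; 0% = no-compound wells and -100% = no-enzyme wells; nearly all actives have a fitted effect of over 25% in size; some results filed as inactive show a strong effect at the top dose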
Target sequence (P00811 whole entry, looked up): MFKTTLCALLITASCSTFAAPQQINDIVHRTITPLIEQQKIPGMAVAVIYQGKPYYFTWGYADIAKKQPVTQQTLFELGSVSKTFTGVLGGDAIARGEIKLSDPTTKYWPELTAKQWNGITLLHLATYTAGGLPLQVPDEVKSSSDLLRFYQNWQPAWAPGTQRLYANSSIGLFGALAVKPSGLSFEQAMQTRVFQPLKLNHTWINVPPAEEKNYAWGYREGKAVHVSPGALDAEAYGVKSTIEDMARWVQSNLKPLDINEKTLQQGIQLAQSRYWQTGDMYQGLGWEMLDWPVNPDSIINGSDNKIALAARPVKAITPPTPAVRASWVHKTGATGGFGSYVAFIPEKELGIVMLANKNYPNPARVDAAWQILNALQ
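AmpC (5.3 nM in the dispensed reagent) in 20 mM phosphate pH 7.0 with 0.01% (detergent screen) or 0.0001% Triton X-100 was preincubated with compounds for 15 min at room temperature. Nitrocefin was then added from an 800 uM solution, and hydrolysis was followed at 480 nm.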
LmPK inhibitor = qHTS Assay for Inhibitors of Leishmania Mexicana Pyruvate Kinase (LmPK) | Q27686 | purified LmPK, Kinase-Glo ATP luminescence, 1 h | Potency, µM (titrated, usually from 57.5 µM), for inactives: at the highest dose activity change, negative = inhibition, actives largely listed as inhibitors | 0.37% of 290,000 active | AID 1721, 2009; also: potency is read from the fitted curve at half-maximal effect
Target sequence (Q27686 whole entry, looked up): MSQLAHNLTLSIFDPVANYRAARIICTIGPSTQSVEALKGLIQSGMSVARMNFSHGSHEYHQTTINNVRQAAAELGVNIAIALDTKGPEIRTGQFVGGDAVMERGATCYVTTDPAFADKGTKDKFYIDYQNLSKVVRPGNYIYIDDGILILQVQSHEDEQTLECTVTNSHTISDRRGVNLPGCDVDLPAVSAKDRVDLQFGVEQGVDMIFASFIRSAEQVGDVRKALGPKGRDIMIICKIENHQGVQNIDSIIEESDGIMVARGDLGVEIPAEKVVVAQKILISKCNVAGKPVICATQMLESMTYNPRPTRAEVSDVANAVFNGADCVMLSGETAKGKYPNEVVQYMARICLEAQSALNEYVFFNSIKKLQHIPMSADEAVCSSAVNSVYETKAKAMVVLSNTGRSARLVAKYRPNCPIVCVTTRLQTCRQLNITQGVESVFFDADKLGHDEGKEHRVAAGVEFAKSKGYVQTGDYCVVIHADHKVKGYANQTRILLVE
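qHTS format; LmPK 0.1 nM; substrates PEP 0.5 mM and ADP 0.1 mM. One-hour room-temperature incubation, then coupled luciferase luminescence; 0.5 nM enzyme wells mark activation.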
AmpC no deterg = qHTS Inhibitors of AmpC Beta-Lactamase (assay without detergent); 0.52% of 330,000 active; Potency, µM (doses to about 57.1 µM), without a hit: at the highest dose activity change, negative = inhibition, most hits filed as inhibitors; AmpC nitrocefin hydrolysis, absorbance 480 nm, 0.0001% Triton; P00811;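 also: potency is read from the fitted curve at half-maximal effect; plate controls were no compound for no effect and no enzyme for full effect; nearly all actives have a fitted effect of over 20% in size; some results filed as inactive show a strong effect at the top dose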
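20 mM phosphate pH 7.0 + 0.01% (detergent screen) or 0.0001% Triton X-100; 5.3 nM AmpC reagent; cpd preinc 15 min RT; nitrocefin (800 uM stock) to start; A480 q20 s × 4 min; Activity was normalised to no-enzyme and no-compound control wells.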
* hit, by the source's call; [ ] = dose if it differs, or a comment. Unless noted, calls follow the shape of the dose curve; as a rule, active = well fitted curve in the direction sought with a large enough effect; inconclusive = small, poorly fitted or top-dose-only effect, or another doubt; inactive = no such curve, though single readings can be large; an effect the other way counts as inactive or inconclusive. Unless noted, % is scaled to controls: 0 for no effect and ±100 for the full control effect.

For CC(=O)Nc1ccc(NC(=O)C2CCCN(C(=O)c3ccc(Cl)cc3)C2)cc1 (stereo unspecified) the results were HCV inhibitor 21%, AMA1-RON2 inh -3%, TbPYK inhibitor 4%, HCMV antiviral -12, AmpC inh detg 2%, LmPK inhibitor -5% and AmpC no deterg -8%.
Cc1cc(C)cc(NC(=O)N2CCC(NC(=O)c3ccc(F)cc3)CC2)c1 was read as HCV inhibitor 16%, AMA1-RON2 inh 24%, TbPYK inhibitor 3%, HCMV antiviral -1, AmpC inh detg inconclusive, LmPK inhibitor 4% and AmpC no deterg -7%.
For COC(=O)c1ccc(CSc2c(C(C)C)cnc3c2c(=O)n(C)c(=O)n3C)cc1 the results were TbPYK inhibitor inconclusive, HCMV antiviral 97 and AmpC inh detg 4%.
For CC(C)C[C@H]1CN(CCCC[C@@H]2CNC(=O)C(=O)N2CCc2ccccc2)C(=O)C(=O)N1CCc1ccccc1 the results were AMA1-RON2 inh -3%, TbPYK inhibitor 0% and HCMV antiviral -15.
CCc1nc2c(OCCOc3ccccc3)cccn2c1N(C=O)Cc1ccc(OC)cc1 was read as AMA1-RON2 inh -2%, TbPYK inhibitor -6% and HCMV antiviral 21.
Screening CC(C)NC(=S)N/N=C/c1cccnc1 returned HCV inhibitor 9%, AMA1-RON2 inh 51%[activator], TbPYK inhibitor -3%, HCMV antiviral 14, AmpC inh detg 3%, LmPK inhibitor -10% and AmpC no deterg -22%.
Screening C=CCOC(=O)C1=C[C@H](c2ccc(Br)cc2)[C@@H](CCCO)[C@H](OCC)O1 returned HCV inhibitor -13%, AMA1-RON2 inh -1%, TbPYK inhibitor 1%, HCMV antiviral 8, AmpC inh detg -2%, LmPK inhibitor 2% and AmpC no deterg 163%[activator].
C/C(=N\N=C1\NC(=O)C(CC(=O)Nc2ccc(C)c(Cl)c2)S1)C(C)(C)C (stereo unspecified) was read as HCV inhibitor 1%, AMA1-RON2 inh 11%, TbPYK inhibitor 12%, HCMV antiviral -7, AmpC inh detg 9%, LmPK inhibitor 2% and AmpC no deterg 66%[activator].
`O=C1c2ccccc2S(=O)(=O)N1CCOc1ccccc1` gave HCV inhibitor 19%, AMA1-RON2 inh 17%, TbPYK inhibitor 5%, HCMV antiviral -24, AmpC inh detg -6%, LmPK inhibitor -3% and AmpC no deterg -3%.
Screening CCOc1ccccc1NC(=O)CN1CCC(NC(=O)c2ccccc2)CC1 returned HCV inhibitor -21%, AMA1-RON2 inh 8%, TbPYK inhibitor 7%, HCMV antiviral -16, AmpC inh detg 1%, LmPK inhibitor -2% and AmpC no deterg 14%.
Cc1cc(C(=O)CSc2ccc3c(c2)OCCO3)c(C)n1C1CC1 was read as HCV inhibitor -25%, AMA1-RON2 inh inconclusive, TbPYK inhibitor -1%, HCMV antiviral 17, AmpC inh detg -17%, LmPK inhibitor 4% and AmpC no deterg -25%.
`O=C(O)c1ccccc1SCc1cn2cc(Br)ccc2n1` gave HCV inhibitor 3%, AMA1-RON2 inh -17%, TbPYK inhibitor -23%, HCMV antiviral -11, AmpC inh detg 5%, LmPK inhibitor -6% and AmpC no deterg -21%.
Screening CCOc1ccc(/C=N/NC(=O)c2ccccc2Cl)cc1CN1CC2CC(C1)c1cccc(=O)n1C2 (stereo unspecified) returned HCV inhibitor 2.5µM*, AMA1-RON2 inh 0%, TbPYK inhibitor -2%, HCMV antiviral -4, AmpC inh detg -1% and AmpC no deterg 122%[activator].
Screening CC1CCN(S(=O)(=O)c2cccc(C(=O)NCc3cccs3)c2)CC1 returned HCV inhibitor -22%, AMA1-RON2 inh -1%, TbPYK inhibitor 3%, HCMV antiviral -13, AmpC inh detg 0%, LmPK inhibitor -7% and AmpC no deterg -26%.
`CCN(CC)c1ncnc2c1ncn2[C@H]1CN(Cc2ccc3c(c2)OCO3)C[C@@H](CO)O1` gave AMA1-RON2 inh 2%, TbPYK inhibitor 1% and HCMV antiviral 5.

Compounds shown so far that have bromine (2):
Screening C=CCOC(=O)C1=C[C@H](c2ccc(Br)cc2)[C@@H](CCCO)[C@H](OCC)O1 returned HCV inhibitor -13%, AMA1-RON2 inh -1%, TbPYK inhibitor 1%, HCMV antiviral 8, AmpC inh detg -2%, LmPK inhibitor 2% and AmpC no deterg 163%[activator].
`O=C(O)c1ccccc1SCc1cn2cc(Br)ccc2n1` gave HCV inhibitor 3%, AMA1-RON2 inh -17%, TbPYK inhibitor -23%, HCMV antiviral -11, AmpC inh detg 5%, LmPK inhibitor -6% and AmpC no deterg -21%.

More structures
`Cc1cc(C)cc(Oc2coc3cc(OCC(=O)NC4CCCCC4)ccc3c2=O)c1` gave TbPYK inhibitor 1%, HCMV antiviral -8 and AmpC inh detg 15%.
Screening Cc1ccc(C(=O)N2CCN(c3ccc(C(F)(F)F)cn3)CC2)cc1 returned HCV inhibitor -11%, AMA1-RON2 inh 11%, TbPYK inhibitor -7%, HCMV antiviral inconclusive, AmpC inh detg 5%, LmPK inhibitor 9% and AmpC no deterg -12%.
Cc1cccc(NC(=S)NN(Cc2ccccc2)c2ccccc2)c1C was read as HCV inhibitor -25%, AMA1-RON2 inh 51%[activator], TbPYK inhibitor 1%, HCMV antiviral -30, AmpC inh detg 2%, LmPK inhibitor -2% and AmpC no deterg -26%.
`N#Cc1c2n(c3c(=O)n(CC(=O)c4ccc([N+](=O)[O-])cc4)cnc13)CCCCC2` gave HCV inhibitor -10%, AMA1-RON2 inh 13%[2.32 µM], TbPYK inhibitor -10%, HCMV antiviral -3, AmpC inh detg 3%, LmPK inhibitor 1% and AmpC no deterg -18%.
Screening CC(C)(C)C(=O)C(Oc1cccc2nonc12)n1cncn1 (stereo unspecified) returned HCV inhibitor 20%, AMA1-RON2 inh -5%, TbPYK inhibitor 7%, HCMV antiviral -11, AmpC inh detg inconclusive, LmPK inhibitor -1% and AmpC no deterg 3%.
For CCCc1cc(C(=O)NNC(=S)NCC2CCCO2)cs1 (stereo unspecified) the results were HCV inhibitor 36%[activator], AMA1-RON2 inh 29%, TbPYK inhibitor -5%, HCMV antiviral 3, AmpC inh detg -12%, LmPK inhibitor 0% and AmpC no deterg -2%.
Cc1nc(SCc2nnc(-c3ccc(Cl)cc3)o2)c2c3c(sc2n1)CCC3 was read as AmpC inh detg -6%, LmPK inhibitor -3% and AmpC no deterg -48%.
COC(=O)c1sc(-c2ccccc2)cc1NC(=O)c1ccccc1 was read as HCV inhibitor 5%, AMA1-RON2 inh 2%, TbPYK inhibitor -3%, HCMV antiviral inconclusive, AmpC inh detg inconclusive, LmPK inhibitor -1% and AmpC no deterg -33%.
COc1ccc(OCC(=O)N2CCN(C(=O)Cc3ccccc3)CC2)cc1 was read as HCV inhibitor inconclusive, AMA1-RON2 inh 2%, TbPYK inhibitor 1%, HCMV antiviral 20, AmpC inh detg -5%, LmPK inhibitor 0% and AmpC no deterg 8%.
`NS(=O)(=O)c1ccc(CCNC(=O)c2ccc3c(c2)OCCO3)cc1` gave HCV inhibitor -4%, AMA1-RON2 inh -9%, TbPYK inhibitor -9%, HCMV antiviral 7, AmpC inh detg 1%, LmPK inhibitor 4% and AmpC no deterg -18%.
`CCn1c(-c2ccc(F)cc2)cnc1SCC(=O)N1CCCCC1C` (stereo unspecified) gave AmpC inh detg inconclusive, LmPK inhibitor -1% and AmpC no deterg 42%.
For O=C(Nc1ncc([N+](=O)[O-])s1)C1CCN(S(=O)(=O)c2cnc[nH]2)CC1 the results were HCV inhibitor 9%, AMA1-RON2 inh 4%, TbPYK inhibitor -5%, HCMV antiviral 22, AmpC inh detg -1%, LmPK inhibitor 0% and AmpC no deterg -10%.
`Cc1cc(NC(=O)c2ccc(F)cc2)n(C)n1` gave HCV inhibitor 14%, AMA1-RON2 inh -2%, TbPYK inhibitor 0%, HCMV antiviral 6, AmpC inh detg -3%, LmPK inhibitor -3% and AmpC no deterg -18%.
Screening COC(=O)c1sccc1NC(=S)Nc1ccc(OC)cc1 returned HCV inhibitor 13%, AMA1-RON2 inh 76%[activator], TbPYK inhibitor -19%, HCMV antiviral inconclusive, AmpC inh detg 2%, LmPK inhibitor -3% and AmpC no deterg -14%.
For COc1ccc(NC(=O)NCc2ccc3c(c2)OCO3)c(OC)c1 the results were HCV inhibitor -10%, AMA1-RON2 inh -6%, TbPYK inhibitor 1%, HCMV antiviral -35, AmpC inh detg 5%, LmPK inhibitor -12% and AmpC no deterg -8%.
O=C(CCN1C(=O)c2ccccc2C1=O)NC(=S)Nc1ccccc1Cl was read as HCV inhibitor 5%, AMA1-RON2 inh 37%[activator], TbPYK inhibitor -8%, HCMV antiviral inconclusive, AmpC inh detg 9%, LmPK inhibitor 2% and AmpC no deterg -8%.
Screening COc1ccc(CC2SC(N)=NC2=O)cc1 (stereo unspecified) returned HCV inhibitor 15%, AMA1-RON2 inh 14%, TbPYK inhibitor -7%, HCMV antiviral 50, AmpC inh detg inconclusive, LmPK inhibitor 2% and AmpC no deterg -17%.
Screening CCOC(=O)c1cnc2cc(F)c(F)cc2c1N1CCOCC1 returned HCV inhibitor -22%, AMA1-RON2 inh -2%, TbPYK inhibitor 2%, HCMV antiviral -14, AmpC inh detg 0%, LmPK inhibitor -9% and AmpC no deterg 13%.
`CCOC(=O)N1CCC(N(C(=O)Nc2cccc(OC)c2)C(C)CC)CC1` (stereo unspecified) gave HCV inhibitor inconclusive, AMA1-RON2 inh -1%, TbPYK inhibitor 3%, HCMV antiviral -25, AmpC inh detg -6%, LmPK inhibitor 5% and AmpC no deterg -8%.
CCOC(=O)NN1C(=O)c2ccccc2NC1c1cccc(O)c1 (stereo unspecified) was read as HCV inhibitor 30%[activator], AMA1-RON2 inh -1%, TbPYK inhibitor 4%, HCMV antiviral -97*, AmpC inh detg -4%, LmPK inhibitor -1% and AmpC no deterg -26%.
`O=C(CCn1[nH]c(=O)c2ccccc2c1=O)N1CCOCC1` gave HCV inhibitor 19%, AMA1-RON2 inh -4%, TbPYK inhibitor 0%, HCMV antiviral 12, AmpC inh detg -16%, LmPK inhibitor 0% and AmpC no deterg -18%.
CCOc1ccc(-c2cn(-c3ccc(OC)cc3)c(SC)n2)cc1 was read as HCV inhibitor inconclusive, AMA1-RON2 inh inconclusive, TbPYK inhibitor 2%, HCMV antiviral -27, AmpC inh detg 3%, LmPK inhibitor -5% and AmpC no deterg 2%.

Rows were taken by chance. About 7.5% of those tested had a hit in this group.
